PLK1 PBD inh: blocks phosphopeptide binding to human Plk1 polo box domain. AID 693. actives 0.13% (n = 97,000). Plk1 PBD phosphopeptide binding, fluorescence polarization. P53350. inhibition, %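 (tested at about 20 µM)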; in the data active = inhibition above about 34%, passing the limit was not always enough
Target sequence (P53350 whole entry, looked up, the tested form may be a part): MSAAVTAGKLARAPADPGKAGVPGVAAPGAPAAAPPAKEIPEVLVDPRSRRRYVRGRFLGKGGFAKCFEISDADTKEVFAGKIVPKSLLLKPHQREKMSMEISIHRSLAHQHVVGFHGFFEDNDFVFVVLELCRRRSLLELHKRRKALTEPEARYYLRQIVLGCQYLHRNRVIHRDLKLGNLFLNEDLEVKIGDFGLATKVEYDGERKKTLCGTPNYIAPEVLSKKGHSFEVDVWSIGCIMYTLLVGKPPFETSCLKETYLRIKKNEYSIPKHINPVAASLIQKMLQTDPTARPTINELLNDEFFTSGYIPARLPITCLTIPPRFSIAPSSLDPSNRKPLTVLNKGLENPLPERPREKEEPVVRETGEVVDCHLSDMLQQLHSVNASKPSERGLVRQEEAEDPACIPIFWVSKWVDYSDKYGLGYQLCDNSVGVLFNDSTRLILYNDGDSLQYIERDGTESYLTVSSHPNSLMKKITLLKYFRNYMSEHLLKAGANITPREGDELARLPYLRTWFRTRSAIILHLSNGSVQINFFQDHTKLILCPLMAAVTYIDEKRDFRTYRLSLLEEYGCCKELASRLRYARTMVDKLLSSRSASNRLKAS
FAK blocker: blocks human focal adhesion kinase activity | Q05397 | biochemical FAK kinase activity assay | inhibition, %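 (tested at 7 µM)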 | actives 0.84% (n = 97,000) | AID 727; in the data active = inhibition above about 19%;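 also: 0% = DMSO and 100% = reference compound high control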
PTPN22 act: activators of human LYP (PTPN22) phosphatase; AID 697; actives 0.11% (n = 96,000); recombinant LYP, DiFMUP fluorescence; 0 = plate median, 100 = signal doubled; Q9Y2R2; activation, % at 2 µM;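 active = activation at 2 µM above a set limit, the mean plus 5 SD, cut at about 37% in these data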
EphB4 antag: antagonists of human EphB4-ephrin-B2 interaction; inhibition, % at 7 µM; EphB4 LBD / TNYL-RAW-Alexa532 peptide, fluorescence polarization; AID 720; actives 0.15% (n = 97,000);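 active = inhibition above the screen-wide mean inhibition plus 3 SD, cut at about 15% in these data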;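 also: 0% = DMSO wells and 100% = excess unlabeled TNYL-RAW peptide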
F-actin modifier: cytoskeleton assembly modification; HUVEC TNFa F-actin phalloidin imaging, high content; inhibition, % at 2 µM; actives 0.18% (n = 91,000); AID 836;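 active = inhibition above the batch mean plus 3 SD and confirmed as a hit by visual image inspection, cut at about 30% in these data, passing the limit was not always enough; inconclusive = above the inhibition threshold but rejected on visual inspection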; also: strong numbers were not always called active
PTK2B oligo ant: Pyk2 (human) oligomerization antagonism; Q14289; Q293 cells, Pyk2 FERM NanoBiT luminescence; stronger effect = lower value; z-score (the deposit names both 25 µM and 10 µM); actives 0.83% (n = 99,000); AID 1347419;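 active = Z-score of -3 or lower, scaled per plate to the spread of control and sample wells; inactive = z-score above -3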;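 also: negative z-score means lost luminescence so less FERM oligomerization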
PTPN22 inh 2: blocks human PTPN22 phosphatase activity. actives 0.21% (n = 96,000). AID 640. inhibition, % at 2 µM. Q9Y2R2. recombinant LYP catalytic domain, DiFMUP fluorescence;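 active = inhibition at 2 µM at or above a set limit, the screen mean plus 3 SD, cut at about 24% in these data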;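 also: 0% = DMSO with enzyme and 100% = enzyme fully blocked by orthovanadate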
PLK1 kinase inh: blocks human PLK1 kinase activity | recombinant PLK1 kinase, TR-FRET peptide phosphorylation | AID 619 | actives 0.53% (n = 97,000) | inhibition, % at 10 µM | P53350;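 active = inhibition of 50% or more in the single-concentration screen; inactive = inhibition below 50%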;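 also: 0% = DMSO max control and 100% = H-89 dihydrochloride min control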
HIV Rev-RRE inh: HIV Rev-RRE protein-RNA interaction inhibition; Rev peptide-RRE RNA binding, FRET; inhibition, % at 8 µM; P05866; actives 0.79% (n = 97,000);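 active = inhibition above the screen-wide mean plus 3 SD, cut at about 35% in these data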;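 also: 0% = median DMSO wells and 100% = median Neomycin B control wells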
Target sequence (P05866 whole entry, looked up): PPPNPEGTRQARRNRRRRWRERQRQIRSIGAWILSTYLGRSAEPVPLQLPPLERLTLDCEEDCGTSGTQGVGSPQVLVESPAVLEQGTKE
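Test system – labelled RRE RNA duplex and labelled Rev peptide · Signal – fluorescein-to-Cy5 FRET, 480 nm excitation · Evaluation – % inhibition of FRET ratio versus controls · Benchmarks – DMSO low control, neomycin B high control · Incubation – 5 min RNA-compound premix plus 15 min binding step, 25 °C · Medium – HEPES pH 7.5 salt buffer with EDTA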
Active calls of the source: *; ? = inconclusive; · = no result given.

1) CC(=O)c1cc(F)c(N2CCN(C(=O)c3ccco3)CC2)cc1C
2) CCOC(=O)N1CCC(Nc2c(NCCN3CCN(Cc4ccccc4)CC3)c(=O)c2=O)CC1
3) CCSc1nnc(NC(=O)c2cc(C)oc2C)s1
4) Cc1ccc(CC(NC(=O)c2ccccc2)C(=O)NC(C)C(=O)O)cc1 (stereo not given)
5) CCN(CC)c1ccc(/C=N/Nc2nc3ccccc3[nH]2)c(O)c1
6) O=C(OCC(=O)N1CCN(c2ccccc2)CC1)c1ccc2ncsc2c1

screen / no.	1	2	3	4	5	6
PLK1 PBD inh	8	18	-14	9	24	-3
FAK blocker	1	0	2	0	3	9
PTPN22 act	-1	-12	-2	-4	-3	-11
EphB4 antag	1	-3	-7	4	-2	-2
F-actin modifier	-4	-44	-9	10	-3	?
PTK2B oligo ant	1.5	1.8	-0.92	1.6	-2.8	0.04
PTPN22 inh 2	-1	12	3	4	-2	9
PLK1 kinase inh	-12	-10	-7	-2	-11	-6
HIV Rev-RRE inh	2	-2	0	7	-6	3

Rewritten tab-delimited: entries from further up
No.	SMILES	PLK1 PBD inh	FAK blocker	PTPN22 act	EphB4 antag	F-actin modifier	PTK2B oligo ant	PTPN22 inh 2	PLK1 kinase inh	HIV Rev-RRE inh
2	CCOC(=O)N1CCC(Nc2c(NCCN3CCN(Cc4ccccc4)CC3)c(=O)c2=O)CC1	18	0	-12	-3	-44	1.8	12	-10	-2
3	CCSc1nnc(NC(=O)c2cc(C)oc2C)s1	-14	2	-2	-7	-9	-0.92	3	-7	0
4	Cc1ccc(CC(NC(=O)c2ccccc2)C(=O)NC(C)C(=O)O)cc1 (stereo not given)	9	0	-4	4	10	1.6	4	-2	7
5	CCN(CC)c1ccc(/C=N/Nc2nc3ccccc3[nH]2)c(O)c1	24	3	-3	-2	-3	-2.8	-2	-11	-6
6	O=C(OCC(=O)N1CCN(c2ccccc2)CC1)c1ccc2ncsc2c1	-3	9	-11	-2	?	0.04	9	-6	3

The results go on.
7) CCOC(=O)CC12CN3CN(C1)CC(CC(=O)OCC)(C3)C2=O
8) CCCCNC(=O)c1ccccc1NC(=O)c1ccccc1N(C)S(C)(=O)=O
9) CCOc1ccc(NC(=O)C2CCCN(S(=O)(=O)c3cccc4nsnc34)C2)cc1 (stereo not given)
10) COC(=O)c1c(NC(=O)Cc2cccs2)sc(C(=O)N2CCCCC2)c1C
11) CCCn1nc2cc(C(=O)NCc3ccc(OC)cc3)ccc2c1OCC
12) O=C(Cc1cccs1)N1CCCC(c2nc3c(nnn3Cc3ccc(F)cc3)c(=O)[nH]2)C1 (stereo not given)

screen / no.	7	8	9	10	11	12
PLK1 PBD inh	-10	-2	-15	-11	-4	-14
FAK blocker	-2	1	-2	-1	3	-1
PTPN22 act	5	2	5	2	-5	-4
EphB4 antag	-4	3	7	5	-3	6
F-actin modifier	11	-10	·	14	2	19
PTK2B oligo ant	0.46	0.78	-0.57	-1.3	·	-0.48
PTPN22 inh 2	-3	-3	-2	-7	8	8
PLK1 kinase inh	-4	-7	1	-5	-16	5
HIV Rev-RRE inh	7	3	8	4	7	6

13) COC(=O)c1scc(C)c1N/N=C(\C)c1ccc(F)cc1F
14) Nc1nonc1-c1nc2ccccc2[nH]1
15) CCOCCCNCC(=O)Nc1ccccc1N1CCOCC1
16) CCOC(=O)c1sc(NC(=O)CSc2ncn(-c3ccccc3)n2)nc1C
17) O=C(COc1ncnc2c(Cl)cc(Cl)cc12)NCCC1=CCCCC1
18) Nc1nc(NC(=O)c2cccs2)nn1-c1ccccc1

screen / no.	13	14	15	16	17	18
PLK1 PBD inh	-6	-12	0	-6	-2	4
FAK blocker	-1	1	-3	-4	1	3
PTPN22 act	7	2	-14	2	2	3
EphB4 antag	0	9	2	-4	4	0
F-actin modifier	-3	·	9	-8	0	-7
PTK2B oligo ant	-0.17	0.13	-0.19	-0.09	-0.01	0.03
PTPN22 inh 2	-4	-3	12	-10	-2	-3
PLK1 kinase inh	-18	20	-16	4	-11	-3
HIV Rev-RRE inh	25	8	-1	9	5	1

19) CC(=O)c1c(C)[nH]c(C(=O)OCC(=O)N2CCc3ccccc32)c1C
20) CCOC(=O)Nc1ccc(S(=O)(=O)N(C)C(C)C)cc1
21) CCOC(=O)CC1C(=O)NCCN1C(=O)c1cc2c(=O)n3cccc(C)c3nc2s1 (stereo not given)
22) CCCCCCCCn1c(=O)c(C(=O)OCC)c(O)c2ccccc21
23) CCn1c(NCc2c[nH]c3ccccc23)nc2ccccc21
24) Cc1ccccc1-c1nc(Cc2ccccc2)no1

screen / no.	19	20	21	22	23	24
PLK1 PBD inh	-14	-4	6	3	7	-11
FAK blocker	0	-1	-4	-3	1	2
PTPN22 act	9	1	0	-12	10	14
EphB4 antag	-10	6	-3	6	-7	2
F-actin modifier	0	-4	-5	·	3	-5
PTK2B oligo ant	1.4	0.34	·	0.81	0.15	-0.43
PTPN22 inh 2	-6	-2	-4	13	-8	-10
PLK1 kinase inh	-16	-9	-16	-6	-11	-4
HIV Rev-RRE inh	-4	2	2	1	-1	9

25) Cc1nn(C(C)C(=O)Nc2ccc(Cl)cn2)c(C)c1[N+](=O)[O-] (stereo not given)
26) Cn1c(C(=O)NCCN2CCOCC2)cc2c(=O)n(C)c3ccccc3c21
27) N#Cc1c(N)sc(=S)c2c1CCCCC2
28) Cc1cc(C)n(-c2nc(NCC3CCCO3)c3c4c(sc3n2)COC(C)(C)C4)n1 (stereo not given)
29) CS(=O)(=O)c1nc(-c2cccs2)cc(C(F)(F)F)n1
30) CCOC(=O)c1c(C)c(C(=O)N2CCN(c3cccc(Cl)c3)CC2)c(C)n1C

screen / no.	25	26	27	28	29	30
PLK1 PBD inh	-2	1	-8	-4	5	23
FAK blocker	-3	-4	3	0	1	1
PTPN22 act	8	-6	34	1	0	-6
EphB4 antag	0	2	-2	-1	-4	-2
F-actin modifier	-41	3	-4	-8	2	0
PTK2B oligo ant	-0.45	·	-0.01	·	·	-0.12
PTPN22 inh 2	-4	3	-36	0	2	4
PLK1 kinase inh	-8	-10	10	-32	-36	-3
HIV Rev-RRE inh	0	10	27	7	9	2

31) COCc1nc(-c2cc(Br)ccc2OC)no1
32) CCOC(=O)c1cnn(-c2ccccc2)c1NC(=O)c1ccccc1C
33) COc1ccc(NC(=O)CC#N)cc1OC
34) CCC1CCC2(CC1)NNC(=S)NN2
35) C=CCn1c(SCC(=O)Nc2sccc2C(N)=O)nc2ccccc2c1=O
36) Cc1occc1-c1nnc(SCC(=O)N2CCOCC2)n1CC(C)C

screen / no.	31	32	33	34	35	36
PLK1 PBD inh	3	-16	39	7	13	-6
FAK blocker	-2	0	3	0	1	-1
PTPN22 act	-4	10	-15	5	2	1
EphB4 antag	-3	1	1	5	1	2
F-actin modifier	13	-5	17	9	1	-3
PTK2B oligo ant	0.82	-0.77	0.84	0.54	-2.6	0.31
PTPN22 inh 2	2	-10	17	-7	0	-2
PLK1 kinase inh	-11	-5	-7	-15	-11	-8
HIV Rev-RRE inh	1	0	8	7	8	4

37) c1csc(-n2nc3ccccc3n2)c1
38) CCOC(=O)N1CCN(Cc2nc3c(c(=O)n(C)c(=O)n3C)n2Cc2ccc(F)cc2)CC1
39) O=C(CN1CCOCC1)N1CCc2ccccc2C(c2ccccc2)C1 (stereo not given)
40) c1ccc2oc(Cc3ccc(Cc4nc5ccccc5o4)cc3)nc2c1
41) Nc1cc(=O)[nH]c(SCC(=O)Nc2ccc(Br)cc2)n1
42) COc1cc(N2C(=O)NC3CC2(C)Oc2ccccc23)cc(OC)c1OC (stereo not given)

screen / no.	37	38	39	40	41	42
PLK1 PBD inh	-11	-15	-8	-11	-6	-14
FAK blocker	1	4	3	2	-1	-1
PTPN22 act	2	1	-16	1	-12	0
EphB4 antag	4	-7	5	-4	-6	2
F-actin modifier	-6	11	-5	18	-4	-3
PTK2B oligo ant	-0.09	·	-0.44	1.2	-1.7	0.59
PTPN22 inh 2	-3	-2	19	0	11	-2
PLK1 kinase inh	4	-14	-8	-16	-5	-1
HIV Rev-RRE inh	9	9	7	10	6	4

43) COc1ccc(NC(=O)C(C)N2c3cccc4cccc(c34)S2(=O)=O)cc1OC (stereo not given)
44) Cc1ccc(OCC(O)CNS(=O)(=O)c2ccccc2C(=O)N2CCCCC2)cc1 (stereo not given)
45) Cc1cc(Nc2ccc(Cl)cc2)n(-c2ccccc2)n1
46) COC1(OC)C(/C=C/c2ccc(C)cc2)C(C#N)(C#N)C1(OC)OC (stereo not given)
47) Cn1cnnc1SCC(=O)n1c2ccccc2c2ccccc21
48) COc1ccc2nc(NC(=O)CN3CCOCC3)sc2c1

screen / no.	43	44	45	46	47	48
PLK1 PBD inh	-7	5	-1	-18	-7	-17
FAK blocker	2	1	0	0	-1	2
PTPN22 act	3	-8	10	-12	1	12
EphB4 antag	-4	1	-4	-1	-1	6
F-actin modifier	10	44*	-1	18	14	16
PTK2B oligo ant	-0.94	1.6	-1.9	-1.1	4.3	0
PTPN22 inh 2	-2	8	-14	11	-3	-9
PLK1 kinase inh	-3	-13	-1	-7	4	-26
HIV Rev-RRE inh	2	0	6	0	3	6

49) CC(C)N1C(=O)S/C(=C/c2cccnc2)C1=O
50) Nc1c(S(=O)(=O)c2ccccc2)c2nc3ccccc3nc2n1/N=C/c1cccc(O)c1
51) COc1ccc(-n2c(SC)nnc2-c2c[nH]c3ccccc23)cc1
52) CC(C)(C)NC(=O)C1Cc2ccccc2CN1C(=O)Nc1ccccc1Cl (stereo not given)
53) COc1cc2c(cc1NC(=O)CSc1nnnn1-c1ccccc1)oc1ccccc12
54) O=S(=O)(c1ccc(F)c2ccccc12)N1CCCCC1

screen / no.	49	50	51	52	53	54
PLK1 PBD inh	-43	7	-30	-1	2	-1
FAK blocker	-5	2	0	-2	-1	0
PTPN22 act	-9	9	·	1	-7	14
EphB4 antag	-3	-9	2	0	5	-12
F-actin modifier	16	-6	·	11	14	-5
PTK2B oligo ant	-0.45	-1.6	·	0.14	-1.1	-1.5
PTPN22 inh 2	12	-12	·	4	7	-14
PLK1 kinase inh	-9	6	55*	-10	2	-7
HIV Rev-RRE inh	-3	13	6	5	7	9

55) Cc1cc(C)nc(SCC(=O)Nc2ccc(Br)cn2)n1
56) COc1ccc(C(=O)NCc2oc(-c3ccccc3)cc2C(=O)O)cc1
57) COc1ccc(-n2c(C)cc(C(=O)COc3ccc(-n4cnnn4)cc3)c2C)cc1
58) CN1CCN(CCN2CCn3c2nc2ccccc23)CC1
59) O=C(O)c1ccccc1C(=O)N1CC=C(c2ccccc2)CC1
60) Cc1cc(C)cc(OCC(=O)Nc2ccc(N3CCCC3)cc2)c1

screen / no.	55	56	57	58	59	60
PLK1 PBD inh	24	0	12	-31	-3	20
FAK blocker	7	-2	1	-1	13	39*
PTPN22 act	3	-6	-6	3	1	-17
EphB4 antag	3	-2	2	-6	2	-1
F-actin modifier	-41	-9	-11	12	0	10
PTK2B oligo ant	-0.3	0.38	0.2	-0.61	0.52	-1.3
PTPN22 inh 2	-4	2	6	-4	-2	16
PLK1 kinase inh	-11	-14	-12	-5	4	-12
HIV Rev-RRE inh	7	0	5	5	9	6

61) O=C(N/N=C/C(Br)=C\c1ccccc1)c1n[nH]c2c1CCC2
62) CSc1ccc(CNc2ccccc2)cc1
63) CCC(c1nnc(SCC(=O)Nc2nnc(-c3ccccc3)o2)o1)N(C)C (stereo not given)
64) O=C(Nc1cccnc1)c1cc(-c2cccnc2)nc2ccc(Br)cc12

screen / no.	61	62	63	64
PLK1 PBD inh	10	12	-16	-21
FAK blocker	6	1	-2	1
PTPN22 act	-15	7	-5	0
EphB4 antag	2	6	-9	3
F-actin modifier	-10	-1	0	8
PTK2B oligo ant	-1.4	·	0.73	-0.57
PTPN22 inh 2	15	-5	8	0
PLK1 kinase inh	-6	-13	-2	-4
HIV Rev-RRE inh	0	3	8	7
